PAX8 inh HTS: inhibitors of PAX8 transcriptional activity in RMG-I cells; AID 652154; inhibition, % at 12.6 µM; RMG-I TPO-luciferase reporter, SteadyGlo, 24 h; 360,000 compounds, 1.2% hits;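 active means mean replicate inhibition at least 60% with every replicate also reaching 60%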;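 further: luciferase light reporting Pax8 driven TPO promoter activity; plate controls were median of neutral control wells for no effect and mitoxantrone controls for full effect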
PGC1a acetyl inh: modulators of PGC1a acetylation; AID 651687; inhibition, % at 15.6 µM; U2OS PGC1a acetylation, AlphaScreen anti-acetyl-lysine; with virally co-expressed GCN5 acetyltransferase; 350,000 compounds, 0.17% hits;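 active means every replicate shows inhibition of at least 40%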;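 further: 0% = neutral control wells and 100% = positive control wells; some results beyond the cut were filed as inactive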
LGR2 inh: blocks bursicon-induced cAMP signaling via Drosophila LGR2 | HEK293 LGR2, CRE-luciferase, bursicon-stimulated, 4 h | inhibition, % at 9.99 µM | 380,000 compounds, 0.35% hits | AID 720647;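 active means drop in luminescence signal, shown as inhibition above about 50% in the replicate tests, limit read from the data, passing the limit was not always enough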;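 further: agonist challenge used bursicon conditioned medium at about half maximal strength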
EWS-Fli inh: EWS/Fli transcriptional activity inhibition; AID 651661; A673 NR0B1-luciferase reporter, viability-normalised; 350,000 compounds, 0.67% hits; inhibition, % at 12.6 µM;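 active means mean inhibition of at least 50% after viability correction, with every replicate also passing that limit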;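 further: firefly luciferase signal divided by Alamar Blue viability fluorescence both relative to DMSO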
FN deposit inh: fibronectin deposition inhibition; AH1F fibroblasts, Alexa488-fibronectin deposition fluorescence, overnight; inhibition, % at 12.6 µM; 350,000 compounds, 0.086% hits;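 active means mean inhibition across replicates of 30% or more, regardless of how many single replicates reach that level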;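 further: positive control wells lacked labelled fibronectin entirely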
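material = AH1F fibroblast monolayer depositing Alexa488-labelled fibronectin into matrix | amount = 10000 AH1F cells/well | buffer or medium = DMEM plus 2% serum, read in PBS | incubation = 1 h cell adhesion before compound, then overnight fibronectin incubation | detection = fluorescence at 485 nm excitation, 525 nm emission | evaluation = percent inhibition as loss of matrix-bound fibronectin fluorescence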
miR122 inh: inhibitors of miR-122 in Huh7 cells | activation (reporter increase), % at 12.5 µM | Huh7 miR-122 Renilla luciferase sensor, 48 h; neutral wells = 0, positive control = 100 | 340,000 compounds, 0.3% hits;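 active means mean replicate activation score at least 90 and every replicate individually at or above 90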;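 further: higher luciferase means less miR-122 activity so hits act as miR-122 inhibitors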
CASP6 VEID inh: inhibitors of human caspase-6 | purified caspase-6, Z-VEID-R110 cleavage fluorescence | P55212 | inhibition, % at 12.5 µM | 350,000 compounds, 0.53% hits | AID 686996;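 active means mean inhibition across replicates at least about 35%, with every replicate also reaching that limit, limit read from the data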;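 further: 0% = median of neutral control wells and 100% = no fluorescence left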
Target sequence (P55212 24-179 limits assumed): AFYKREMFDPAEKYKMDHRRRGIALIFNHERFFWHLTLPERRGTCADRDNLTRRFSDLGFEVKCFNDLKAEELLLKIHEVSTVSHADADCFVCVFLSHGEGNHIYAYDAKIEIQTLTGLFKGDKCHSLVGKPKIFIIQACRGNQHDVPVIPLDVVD
Target sequence (P55212 194-293 limits assumed): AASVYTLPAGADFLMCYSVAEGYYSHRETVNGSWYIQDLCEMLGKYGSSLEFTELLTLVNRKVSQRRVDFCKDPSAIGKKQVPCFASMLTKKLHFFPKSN
Cneo AK release: Cryptococcus neoformans lysis via adenylate kinase release; C. neoformans lysis, adenylate kinase release luminescence, 4 h; normalised: neutral wells 0, clomiphene wells 100; lysis activity, % at 15 µM; 360,000 compounds, 0.2% hits; AID 651654;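 active means mean lysis activity across replicates of at least 80%, whatever share of replicates individually reach that level; inactive means mean lysis activity below 80%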
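Material – Cryptococcus neoformans yeast cells · Quantity – 5 × 10^6 yeast cells/mL · Buffer or medium – YPD medium · Compound – single dose · Timing – 4 h static compound exposure, 37 °C, read 1 h post-reagent · Signal – adenylate kinase release luminescence · Read-out basis – lysis from increased AK signal · Benchmarks – Clomiphene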
* marks the source's active call; other numbers are inactive results; nt = no result given; & = joins results of further samples; [ ] = dose if it differs, or a comment.

The opening 11 entries, to show the layout:
SMILES	PAX8 inh HTS	PGC1a acetyl inh	LGR2 inh	EWS-Fli inh	FN deposit inh	miR122 inh	CASP6 VEID inh	Cneo AK release
CO[C@H]1CN(C)C(=O)c2ccc(NS(=O)(=O)CC(F)(F)F)cc2OC[C@@H](C)N(C(=O)c2ccc3c(c2)OCO3)C[C@@H]1C	-27	-2	-22	-3	-12	nt	nt	-1
O=C(NCc1ccccc1)c1cc(-c2ccncc2)nc2ccc(S(=O)(=O)N3CCOCC3)cc12	58	-6	19	-3	0	0	-8	nt
Cc1ccc2nc(-c3ccc(CN4CCC5(CC4)CNc4ccccc45)cc3)c(-c3ccccc3)nc2c1	21	nt	nt	-12	20	nt	-1	nt
COc1ccc(C2C3=C(CCCC3=O)N(CC(=O)O)C3=C2C(=O)CCC3)cc1Br	3	6	5	-1	-1	2	14	0
COc1cccc(-n2nnc3c(=O)n(Cc4ccc(C)cc4)cnc32)c1	nt	14	2	nt	6	-1	nt	0
CCOc1ccc(-n2nnnc2SCC(=O)NC2CCCC2)cc1	10	2	-2	3	1	-2	0	-2
C[C@@H]1CN([C@H](C)CO)C(=O)Cc2cc(NC(=O)C3CC3)ccc2O[C@@H]1CN(C)C(=O)Nc1ccccc1	2	-5	0	0	nt	3[16.7 µM]	0	-2
CCOC(=O)C1CCCN(C(=O)CCNS(=O)(=O)c2cc(Br)cnc2N)C1 (configuration not stated)	11	25	-2	nt	5	3	3	1
Cc1cccc(C(=O)Nc2ccc(NC(=O)c3cccc(C)c3)cc2)c1	-22	-3	-15	-10	2	7	-3	0
Oc1ccccc1C=Nc1ccccc1-c1nc2ccccc2[nH]1	-146	2	-28	nt	-15	1	nt	-3
Cn1c(/C=C/c2ccc(Cl)cc2)nc2ccccc2c1=O	-51	2	-65	-123	-4	-6	-2	-1

The list itself, from the first entry:
SMILES	PAX8 inh HTS	PGC1a acetyl inh	LGR2 inh	EWS-Fli inh	FN deposit inh	miR122 inh	CASP6 VEID inh	Cneo AK release
CO[C@H]1CN(C)C(=O)c2ccc(NS(=O)(=O)CC(F)(F)F)cc2OC[C@@H](C)N(C(=O)c2ccc3c(c2)OCO3)C[C@@H]1C	-27	-2	-22	-3	-12	nt	nt	-1
O=C(NCc1ccccc1)c1cc(-c2ccncc2)nc2ccc(S(=O)(=O)N3CCOCC3)cc12	58	-6	19	-3	0	0	-8	nt
Cc1ccc2nc(-c3ccc(CN4CCC5(CC4)CNc4ccccc45)cc3)c(-c3ccccc3)nc2c1	21	nt	nt	-12	20	nt	-1	nt
COc1ccc(C2C3=C(CCCC3=O)N(CC(=O)O)C3=C2C(=O)CCC3)cc1Br	3	6	5	-1	-1	2	14	0
COc1cccc(-n2nnc3c(=O)n(Cc4ccc(C)cc4)cnc32)c1	nt	14	2	nt	6	-1	nt	0
CCOc1ccc(-n2nnnc2SCC(=O)NC2CCCC2)cc1	10	2	-2	3	1	-2	0	-2
C[C@@H]1CN([C@H](C)CO)C(=O)Cc2cc(NC(=O)C3CC3)ccc2O[C@@H]1CN(C)C(=O)Nc1ccccc1	2	-5	0	0	nt	3[16.7 µM]	0	-2
CCOC(=O)C1CCCN(C(=O)CCNS(=O)(=O)c2cc(Br)cnc2N)C1 (configuration not stated)	11	25	-2	nt	5	3	3	1
Cc1cccc(C(=O)Nc2ccc(NC(=O)c3cccc(C)c3)cc2)c1	-22	-3	-15	-10	2	7	-3	0
Oc1ccccc1C=Nc1ccccc1-c1nc2ccccc2[nH]1	-146	2	-28	nt	-15	1	nt	-3
Cn1c(/C=C/c2ccc(Cl)cc2)nc2ccccc2c1=O	-51	2	-65	-123	-4	-6	-2	-1
CCOc1ccc(NC(=O)Cn2nnc(-c3ccccc3NC(=O)CC)n2)cc1	-12	-13	nt	nt	3	13	nt	nt
CCCNC(=O)N1CC2(CCN(C(=O)C3CC3)CC2)c2c([nH]c3cc(OC)ccc23)[C@@H]1CO	21	nt	-13	-1	nt	nt	-1	nt
C=CCN1C(=O)/C(=C2/Sc3ccc(OC)cc3N2C)SC1=NCc1ccccc1	-1	-6	-5	-5	-12	-9	-2	0
CCC1=NN(C(=O)c2cccc([N+](=O)[O-])c2)C(O)(c2ccc(C)cc2)C1 (configuration not stated)	33	nt	-5	-4	-2	nt	-1	1
CC(=O)Nc1ccc(S(=O)(=O)NCc2ccc(C(=O)NC(C)c3ccccc3)cc2)cc1 (configuration not stated)	nt	1	8	8	nt	nt	3	2
CSc1ccccc1C(=O)N1CCCC(CNC(=O)c2ccc(F)cc2)C1 (configuration not stated)	-12	-7	-7	nt	3	-8	0	-1
CCOc1ccc(NC(=O)CC2C(=O)NCCN2C(=O)c2ccc(Cl)cc2)cc1 (configuration not stated)	7	-9	2	-3	nt	nt	0	nt
Cc1cc(NC(=O)C(=O)c2c(C)[nH]c3ccccc23)no1	3	nt	-9	-8	-5	-6	-3	2
Cc1cccc(NC(=O)c2nc[nH]c2C(=O)N[C@@H](CCCCNC(=O)OC(C)(C)C)C(=O)OC(C)(C)C)c1	13	-46	35	20	-3	-6	-2	-1

Part of the list above, limited to PGC1a acetyl inh, PAX8 inh HTS and LGR2 inh.
mol	PGC1a acetyl inh	PAX8 inh HTS	LGR2 inh
CCCNC(=O)N1CC2(CCN(C(=O)C3CC3)CC2)c2c([nH]c3cc(OC)ccc23)[C@@H]1CO	nt	21	-13
C=CCN1C(=O)/C(=C2/Sc3ccc(OC)cc3N2C)SC1=NCc1ccccc1	-6	-1	-5

Other results follow:
SMILES	PAX8 inh HTS	PGC1a acetyl inh	LGR2 inh	EWS-Fli inh	FN deposit inh	miR122 inh	CASP6 VEID inh	Cneo AK release
C[C@@H]1CN([C@@H](C)CO)C(=O)c2cc(C#Cc3cccnc3)cnc2O[C@@H]1CN(C)C	nt	12	18	0	-31	8[16.7 µM]	-3	61
CCC(=O)N1[C@H](CO)[C@H](c2ccccc2)C12CN(C(=O)Cc1ccccc1)C2	-2	-18	-4	-6	nt	nt	-2	nt
O=C1Nc2ccccc2/C1=C/c1cccnc1	11	nt	15	14	-2	nt	-3	nt
COC(=O)c1c(NC(=O)C(C)C)sc2c1CCN(Cc1ccccc1)C2	17	-6	-13	-4	-2	-7	2	-3
CCCC#Cc1cnc2c(c1)C(=O)N([C@H](C)CO)C[C@@H](C)[C@H](CN(C)CCC)O2	nt	-27	11	-7	nt	-3[16.7 µM]	1	0
CC(CN1CCCCC1)C(=O)NNC(=O)C12CC3CC(CC(C3)C1)C2 (configuration not stated)	4	4	1	9	nt	7	43*	1
COc1cc2c(cc1NC(=O)CCCCCN1C(=O)CCC1=O)oc1ccccc12	nt	6	3	nt	-3	2	nt	-1
O=C(O)COc1ccc(NC(=O)C(c2ccccc2)c2ccccc2)cc1	-5	10	-7	8	8	0	3	-2
COc1cccc(NC(=O)N[C@H]2CC[C@H](CC(=O)N3CCN(C)CC3)O[C@H]2CO)c1	-20	3	25	-15	-5	nt	2	1
O=S(=O)(Cc1ccccc1)Nc1cccc(F)c1	-2	-9	-1	-2	-3	6	-2	1
C[C@@H]1CN([C@@H](C)CO)C(=O)c2c(c3ccccc3n2C)-c2ccccc2CO[C@@H]1CN(C)Cc1ccc2c(c1)OCCN2C	25	-19	16	-12	12	nt	-1	nt
Cc1ccc(S(=O)(=O)Nc2ccc3c(c2)C(=O)N([C@H](C)CO)C[C@H](C)[C@@H](CN(C)C(=O)Nc2ccc4c(c2)OCO4)O3)cc1	15	nt	-6&-3	-2	-1	2	2	4
O=Nc1c(-c2ccccc2)n(O)[n+]([O-])c1-c1ccccc1	-26	2	-28	-15	14	-5	nt	-1
C[C@H]1CN([C@@H](C)CO)C(=O)c2cccc(NC(=O)C3CCCCC3)c2O[C@@H]1CN(C)C(=O)Nc1ccc2c(c1)OCO2	-11	-1	15	-14	nt	-4[16.7 µM]	-2	-2
C[C@H]1CN([C@@H](C)CO)C(=O)CCCn2cc(nn2)CO[C@@H]1CN(C)Cc1ccccc1	nt	11	-1	2	7	3[16.7 µM]	-2	5
CC(=O)C(Cc1ccccc1)NC(=O)CN1c2cccc3cccc(c23)S1(=O)=O (configuration not stated)	15	nt	-10	2	4	nt	-3	1
COc1ccc2[nH]c3c(=O)n(/N=C/c4ccc(OC)c(CN5CCCC5)c4)c(C)nc3c2c1	-18	-7	4	-3	-3	-9	-19	-2
CCCOC1CCCN(C(=O)c2cc(COc3c(F)cccc3F)on2)C1 (configuration not stated)	-187	-1	-38	nt	nt	-3	2	3
CCNC(=S)Nc1ccc(OCC)cc1	-7	nt	-5	-25	-4	nt	0	nt
CC1(Oc2ccccc2-c2ccno2)CCN(Cc2csc3ccccc23)C1 (configuration not stated)	11	-14	-2	-9	-2	0	2	-2
C[C@@H]1CN([C@H](C)CO)C(=O)c2cc(NC(=O)C3CCCCC3)ccc2O[C@@H](C)CCCCO[C@@H]1CN(C)Cc1ccccc1	27	3	2	12	nt	-1[16.7 µM]	1	-5
O=S(=O)(NCCCN1CCOCC1)c1ccc2ccccc2c1	-1	0	-3	-3	-7	-3	-1	3
CO[C@@H]1CN(C)C(=O)c2cc(NS(C)(=O)=O)ccc2OC[C@H](C)N(CC2CCOCC2)C[C@H]1C	-7	1	-16	0	-4	nt	nt	nt
C/C(CCc1oc2ccc(Cl)cc2c1-c1ccc(C)o1)=N\O	nt	2	nt	nt	-2	8	nt	4
O=C(CCCn1cnc2ccccc2c1=O)Nc1ccccc1F	-27	nt	-6	1	-1	nt	-1	nt
O=C(Cc1ccncc1)N1C[C@@H]2N[C@H](C1)C2c1ccc(-c2cccc(F)c2)cc1 (some centres not stated)	-17	-10	-23	-4	-7	nt	0	nt
COc1cc(CNC(=O)c2cc(-c3cc(Cl)ccc3OC)n[nH]2)cc(OC)c1	15	-24	-12	-6	-11	-10	-5	-2
CC(=O)/C(=N\Nc1ccccc1)Sc1cccc2cccnc12	nt	2	1	nt	nt	2	nt	9
Cc1ccc(NC(=O)Cn2ccc(=O)[nH]c2=O)cc1	-9	1	15	11	1	-7	1	2
Cc1ccc(S(=O)(=O)N2CCOCC2)cc1NC(=O)COC(=O)c1ccccc1OCc1c(C)noc1C	12	nt	1	nt	5	15	nt	nt
c1csc(-c2noc(CN3CCc4sccc4C3)n2)c1	24	-1	-12	-14	-4	nt	1	nt
COC(=O)c1c(C(=O)OC)c(-c2ccc(OC)cc2)n2c1CCC2	-4	nt	12	-25	2	nt	nt	nt
CCCNC(=O)C[C@H]1C[C@H]2c3cc(NC(=O)C4CCC4)ccc3O[C@H]2[C@H](CO)O1	-4	14	-1	-8	-2	-4[16.7 µM]	-2	-13
NC1=NS(=O)(=O)NC1c1ccc(F)cc1 (configuration not stated)	-22	nt	22	7	-14	nt	-1	nt
CCN(c1cccc(C)c1)S(=O)(=O)c1ccc2[nH]c(=O)c(=O)[nH]c2c1	nt	3	nt	6	nt	8	-2	nt
CNC(=O)C[C@@H]1CC[C@@H]2[C@@H](COc3ccc(NC(=O)Nc4ccccc4OC)cc3C(=O)N2C)O1	-12	-4	3	-9	13	-33[16.7 µM]	4	-2

Screening results from PubChem BioAssay.
